CHT PAM: allosterically activates the human high affinity choline transporter. B-score at 10 µM. CHT-expressing cells, membrane potential dye, choline EC20; active compounds read high; LV-AA mutant CHT in HEK293 cells. 310,000 compounds, 0.49% hits;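 active = initial fluorescence not abnormally high and integrated response B-score, plate-corrected, over 3 SD above library mean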
Target sequence (Q9GZV3 whole entry, looked up): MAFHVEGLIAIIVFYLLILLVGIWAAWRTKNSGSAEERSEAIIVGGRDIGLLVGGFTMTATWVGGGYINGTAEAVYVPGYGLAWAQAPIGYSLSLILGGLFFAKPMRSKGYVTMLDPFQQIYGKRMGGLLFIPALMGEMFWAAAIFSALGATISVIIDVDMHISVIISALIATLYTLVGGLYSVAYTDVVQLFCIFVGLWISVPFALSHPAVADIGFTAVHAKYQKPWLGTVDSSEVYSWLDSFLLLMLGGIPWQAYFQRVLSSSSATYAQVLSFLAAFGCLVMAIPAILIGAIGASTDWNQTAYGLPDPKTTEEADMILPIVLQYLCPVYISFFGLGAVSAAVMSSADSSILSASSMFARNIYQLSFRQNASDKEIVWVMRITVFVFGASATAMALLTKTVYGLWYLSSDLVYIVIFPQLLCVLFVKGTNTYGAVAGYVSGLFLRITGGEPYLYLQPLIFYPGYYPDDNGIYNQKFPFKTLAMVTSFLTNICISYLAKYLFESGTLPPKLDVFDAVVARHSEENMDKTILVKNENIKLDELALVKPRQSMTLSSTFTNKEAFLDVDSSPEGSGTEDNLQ
OX1R antag: antagonists of human orexin 1 receptor; inhibition, % at 5 µM; CHO/OX1R cells, Fluo-8 calcium fluorescence, orexin A; 330,000 compounds, 0.43% hits; O43613;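 active = inhibition above its plate's threshold, mean inhibition of all tested compounds on the plate plus 3 SD, cut at about 37% in these data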;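 also: 0% = orexin A challenge wells and 100% = SB-334867-A antagonist wells; not every result past the cut was called active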
Target sequence (O43613 whole entry, looked up): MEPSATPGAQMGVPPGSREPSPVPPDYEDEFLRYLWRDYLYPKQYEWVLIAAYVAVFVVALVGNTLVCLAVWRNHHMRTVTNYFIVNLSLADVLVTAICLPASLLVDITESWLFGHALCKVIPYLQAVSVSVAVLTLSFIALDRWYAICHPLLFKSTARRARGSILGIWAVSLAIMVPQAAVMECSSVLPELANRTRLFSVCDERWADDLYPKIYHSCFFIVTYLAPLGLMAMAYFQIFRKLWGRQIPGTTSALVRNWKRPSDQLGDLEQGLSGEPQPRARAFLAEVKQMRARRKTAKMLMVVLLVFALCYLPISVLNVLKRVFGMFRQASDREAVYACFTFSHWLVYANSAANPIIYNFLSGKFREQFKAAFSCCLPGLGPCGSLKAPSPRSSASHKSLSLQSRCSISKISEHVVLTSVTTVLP
* hit, by the source's call; i = inactive; . = not tested or not shown; & = joins results of further samples. An excerpt, so the mix of outcomes need not match the whole.

Start of the listing, in advance:
Values run as follows: CHT PAM	OX1R antag
COc1ccc(Cn2c(O)c(/C=N/NC(=O)c3ccccc3)c(=O)[nH]c2=O)cc1
    i	-25
COC(=O)C1=C(c2ccc(S(C)(=O)=O)cc2)C[C@@H]2CC[C@H]1N2C(=O)NCc1ccccc1
    i	-19
CC(C(=O)c1ccc2ccccc2c1)N1CCCCC1 (stereo not given)
    i	-9
CCOC(=O)C1CCN(/C=C2/C(=O)NC(=S)N(c3cccc(OC)c3)C2=O)CC1
    i	-13

Results, repeating the preview:
Values run as follows: CHT PAM	OX1R antag
COc1ccc(Cn2c(O)c(/C=N/NC(=O)c3ccccc3)c(=O)[nH]c2=O)cc1
    i	-25
COC(=O)C1=C(c2ccc(S(C)(=O)=O)cc2)C[C@@H]2CC[C@H]1N2C(=O)NCc1ccccc1
    i	-19
CC(C(=O)c1ccc2ccccc2c1)N1CCCCC1 (stereo not given)
    i	-9
CCOC(=O)C1CCN(/C=C2/C(=O)NC(=S)N(c3cccc(OC)c3)C2=O)CC1
    i	-13
N#CC(C#N)=Cc1ccc(O)c(O)c1
    i	-1
CC(=O)c1c(O)n(C2CCCCCC2)c(=O)[nH]c1=O
    i	5
COC(=O)C1=C(c2ccc(C(C)=O)cc2)C[C@@H]2CC[C@H]1N2C(=O)N1CCC(C)CC1
    .	-5
CCCOP(=O)(OCCC)C(NC(=O)c1ccccc1)=C(Cl)Cl
    i	-11
CCCCCCCC(=O)NC(Oc1ccccc1[N+](=O)[O-])C(Cl)(Cl)Cl (stereo not given)
    i	-3
CN1CCN(c2ccc(N)cc2Cl)CC1
    i	-28
COc1cc2[nH]c(=O)n(-c3cccc(Cl)c3)c(=O)c2cc1OC
    i	-15
COC(=O)C1=C(c2ccc(Cl)c(C(F)(F)F)c2)C[C@@H]2CC[C@H]1N2C(=O)NCc1ccco1
    .	-7
O=C(c1c[nH]cc1-c1ccccc1)c1cccc2ccccc12
    i	41
CCCNC(=O)N1[C@H]2CC[C@@H]1C(C(=O)OC)=C(c1ccc(OC(F)(F)F)cc1)C2
    .	-15
O=C1/C(=C/c2ccc3c(c2)OCO3)N2CCC1CC2
    i	3
O=C(c1ccc(CS(=O)(=O)c2ccc(Br)cc2)o1)N1CCC2(CC1)OCCO2
    i	-11
COc1ccc(/C=C2\C(=N\O)C3CCN2CC3)cc1
    i	-7
CCCCCCCCn1sccc1=O
    .	37*
C1CC2NCCC3NCCC(N1)N32 (stereo not given)
    i	-10
CCCCn1c(=O)c(C=Nc2ccc(Cl)cc2)c(O)n(Cc2ccco2)c1=O
    i	-4
C[C@]12CCC3[C@@H](CC[C@H]4C[C@@H](O)CC[C@]34C)C1CCC2=O (stereo not given in full)
    i	-12
c1cncc(C2CCCCN2)c1 (stereo not given)
    i	-5
O=C(O)c1cccc(NC(=O)N2C[C@H]3C[C@@H](C2)c2cccc(=O)n2C3)c1
    i	-9
COc1ccc2[nH]c3c(c2c1)CCN=C3C
    7.1*	-10
COc1ccc(N2C(=O)NC(=O)/C(=C\c3ccc([N+](=O)[O-])s3)C2=O)cc1
    i	21
CCCCn1c(=O)c(C(=O)NCCc2ccccc2)c(O)c2ccccc21
    i	-39
Cc1ccccc1CCNCc1cc2cccc(C)c2[nH]c1=O
    i	-54
CCc1cccc(CC)c1NC(=S)N1CC2CC(C1)c1cccc(=O)n1C2 (stereo not given)
    i	-15
O=C(c1cccn2c(=O)c3cc(Br)ccc3nc12)N1CCC2(CC1)OCCO2
    i	-20
CCOc1ccccc1-n1c(O)c(C=NCCCN(CC)CC)c(=O)[nH]c1=O
    i	6
Cc1ccc2nc(N3CCC(C(=O)N4CCC5(CC4)OCCO5)CC3)sc2c1
    i	-24
Cc1cnn(C2CCN(C)CC2)c1N
    i	4
c1ccc(-c2[nH]c(-c3ccccc3)[n+](CC3CO3)c2-c2ccccc2)cc1 (stereo not given)
    i	-15
Cn1c(O)c(C=Nc2ccc(Br)cc2)c(=O)n(C)c1=O
    i	-16
C=CCn1c(O)c(C(C)=Nc2ccc3c(c2)CCC3)c(=O)[nH]c1=O
    i	-32
CCC1(CCc2ccncc2)C(=O)NC(=O)NC1=O
    i	0
COc1cc(C2NCc3ccccc3-n3cccc32)ccc1O (stereo not given)
    i	-19
COC(=O)C(O)(c1ccc(NC(=O)c2cccs2)c(C)c1)C(F)(F)F (stereo not given)
    i	-5
O=c1c2ccccc2nc(-c2ccccc2)n1-c1ccccc1
    i	-12
O=C(c1ccc2c(=O)n(Cc3ccc4c(c3)OCO4)c(=S)[nH]c2c1)N1CCC2(CC1)OCCO2
    i	-24
Cc1cccc(OCC(=O)N2CCN(Cc3ccncc3)CC2)c1
    i	-5
O=C(c1ccccc1)C1NC1c1ccccc1 (stereo not given)
    i	-17
Cc1c(C(=O)C(=O)N2CCOCC2)c2ccccc2n1Cc1ccccc1
    i	-20
O=C(O)c1ccc(N=Cc2c(O)n(Cc3ccc(F)cc3)c(=O)[nH]c2=O)cc1
    i	-9
O=P(Nc1ccccc1)(Nc1ccccc1)Oc1ccccc1
    i	-20
CCOc1ccc2[nH]c(=O)c(CN(CCO)C3(c4nnnn4C4CCCCC4)CCCCC3)cc2c1
    i	-14
COC(=O)[C@H]1C[C@@H]1[C@H](NP(=O)(c1ccccc1)c1ccccc1)c1ccccc1
    i	-42
COc1ccccc1CCNCc1cc2c(cc1[N+](=O)[O-])OCO2
    i	-39
COC(=O)C1=C(c2ccc(F)cc2F)C[C@@H]2CC[C@H]1N2C(=O)NC(C)C
    .	-14
CCN1CCC(O)(c2ccccc2)C(C(=O)c2ccccc2)C1 (stereo not given)
    i	-12
N#CC(c1cccnc1)N1CCOCC1 (stereo not given)
    i	-11
O=c1c2ccccc2nc(/C=C/c2ccc(O)cc2)n1-c1cccc(O)c1
    i	4
CC(C)(C)[C@]1(O)C[C@@H]2OC(=O)C[C@@]23C(=O)O[C@@H]2OC(=O)[C@H](O)[C@]213
    i	-2
Nc1ccccc1C(=O)OCC(=O)c1ccc2c(c1)OCCO2
    i	-1
CC(=O)N1CN2CN(C(C)=O)CC(C(=O)c3ccccc3)(C2)C1
    i	-16
COc1cccc(CN2CC=C(c3ccc(F)cc3)CC2)c1
    i	-28
O=C1NC(=O)N(CCc2ccc(F)cc2)C(=O)/C1=C/c1cccs1
    i	-14
COc1ccc(C(C)=O)cc1CC(C(=O)c1ccc(C)cc1)N(C)C (stereo not given)
    i	-16
CN1CCN(c2ncnc3ccc(Br)cc23)CC1
    i	-7
O=C1CN=C(c2ccccc2)c2ccccc2N1
    i	-22

Next entries follow.
Values run as follows: CHT PAM	OX1R antag
CCN(CC)C(=O)c1ccc(NC(=O)c2sccc2-c2ccccc2)cc1
    i	0
O=C1CN=C(c2ccccc2)c2cc(Cl)ccc2N1
    .	0
N=C1c2ccccc2CN1NC(=O)C1CC1
    i	-1
CCOc1ccc(Br)c(C2(O)CC(C)N(C)CC2C)c1 (stereo not given)
    i	2
CCOC(=O)C(O)(c1ccc(N(CC)C(=O)COc2ccccc2)cc1)C(F)(F)F (stereo not given)
    i	-2
CC(=NCCC1=CCCCC1)c1c(O)n(-c2ccccc2)c(=O)[nH]c1=O
    i	-22
O/N=C/c1c[nH]c2ccccc12
    i	-6
CCN1CCN(c2ccc(NC(C)=O)cc2Cl)CC1
    i	-5
CCOC(=O)C(O)(c1ccc(NC(=O)c2ccc(Cl)c(Cl)c2)cc1)C(F)(F)F (stereo not given)
    i	-24
Cc1ccc(NP(=O)(c2ccccc2)c2nc3ccccc3s2)cc1 (stereo not given)
    i	-28
C1CCC(NC2CCCCC2)CC1
    .	-20
Cc1ccc(N2C(=O)CC(=O)NC2=O)cc1
    i	-8
CCn1c(O)c(C=NCCc2c[nH]c3ccccc23)c(=O)[nH]c1=O
    i	-6
C[C@]12CC[C@H](OS(=O)(=O)O)CC1=CC[C@@H]1[C@@H]2CC[C@]2(C)C(=O)CC[C@@H]12
    i	-16&-13
COc1ccccc1N1C(=O)NC(=O)/C(=C/c2ccc3c4c(cccc24)CC3)C1=O
    i	-9
O=P1(Nc2ccc(F)cc2)COc2ccccc2OC1
    i	4
CCCCCCn1c(O)c(C=NCCCn2ccnc2)c(=O)[nH]c1=O
    i	-31
CN1c2ccc([N+](=O)[O-])cc2CC2(C(=O)NC(=O)N(c3ccccc3)C2=O)C1c1ccccc1 (stereo not given)
    i	-11
Cc1cc(NC(=O)CCC(=O)N2CCC3(CC2)OCCO3)no1
    i	8
Cc1ccc(-c2cc(-c3ccccc3)cc(-c3ccccc3)[n+]2-c2ccc(C(=O)O)cc2)cc1
    i	-6

Fetched one by one from the entries so far, three records:
Values run as follows: CHT PAM	OX1R antag
O=C1CN=C(c2ccccc2)c2cc(Cl)ccc2N1
    .	0
Cc1ccc(NP(=O)(c2ccccc2)c2nc3ccccc3s2)cc1 (stereo not given)
    i	-28
CN1c2ccc([N+](=O)[O-])cc2CC2(C(=O)NC(=O)N(c3ccccc3)C2=O)C1c1ccccc1 (stereo not given)
    i	-11

Going on with the list:
Values run as follows: CHT PAM	OX1R antag
CCCSc1nc(O)c(CC)c(=O)n1C(C)CC (stereo not given)
    i	-10
COC(=O)C1=C(c2ccccc2OCc2ccccc2)C[C@@H]2CC[C@H]1N2C(=O)NCc1ccc(C(C)(C)C)cc1
    .	6
COc1ccc(OC)c(N2C(=O)NC(=O)C3(Cc4cc(C)ccc4N(C)C3)C2=O)c1 (stereo not given)
    i	-20
Cc1c(NP(=S)(C(C)(C)C)C(C)(C)C)c(=O)n(-c2ccccc2)n1C
    i	2
CC/C(=N\N1CCCCCC1)c1c(O)n(-c2ccccc2C)c(=O)[nH]c1=O
    i	-18
CCCNC(=O)N1[C@H]2CC[C@@H]1C(C(=O)OC)=C(c1ccc(F)cc1OCc1ccccc1)C2
    .	-10
COc1ccc(C2N(c3cc(C)on3)C(=O)C3CCCN32)cc1 (stereo not given)
    i	20
CCN(CC)C(=O)c1ccc(NC(=O)c2ccc(-c3nn(C)c(=O)c4ccccc34)cc2)cc1
    i	-21
CS(=O)(=O)NNP(=O)(NNS(C)(=O)=O)NC(=O)c1ccc(Br)cc1
    i	-15
CCN(CC)S(=O)(=O)N1CCC(C(=O)N2CCC3(CC2)OCCO3)CC1
    i	-15
CC(C(=O)Nc1ccc(Cl)cc1Cl)N1CC=C(c2ccccc2)CC1 (stereo not given)
    i	50*
CC1C2Cc3ccc(O)cc3[C@]1(C)CCN2CCc1ccccc1 (stereo not given in full)
    .	-19
Cc1nn(Cc2ccccc2)c(Cl)c1C(=O)OC(C)C(=O)Nc1ccc(F)cc1Cl (stereo not given)
    i	-17
CC(C)CCn1c(=O)c(C(=O)NCc2ccco2)c(O)c2ccccc21
    i	-16
C#CC1(O)C=CC2C3CCC4=CC(=O)CCC4C3CCC21CC (stereo not given)
    i	-26
O=P(Nc1ccccc1)(Nc1ccccc1)Oc1ccc(Cl)cc1
    i	-13
NCCc1ccc(S(N)(=O)=O)cc1
    i	4
CN1C(=O)C(=Cc2cc([N+](=O)[O-])ccc2N2CCCCC2)C(=O)N(C)C1=O
    i	-10
Cn1cc(C(=O)OCC(=O)Nc2ccccc2)c2ccccc21
    .	15
COc1ccc(CCNCc2sccc2C)cc1
    i	-23
CC(Cc1ccccc1)NCCC(=O)NC(C)Cc1ccccc1 (stereo not given)
    i	-30
N[C@@H](CCl)C(=O)O
    i	4
C=CCN1C[C@@H](C)N(C(c2ccc(C(=O)N(CC)CC)cc2)c2cccc(OC)c2)C[C@@H]1C (stereo not given in full)
    i	-13
CCOC(=O)C1(c2ccccc2)CCN(CCC(=O)Nc2ccc(C(=O)OC)cc2)CC1
    .	-27
Nc1c(Br)cc([N+](=O)[O-])cc1[N+](=O)[O-]
    .	-19
O=c1[nH]c(=S)[nH]c(O)c1N=Nc1ccc(S(=O)(=O)N2CCc3ccccc32)cc1
    i	-16
CCCCCn1c(=O)c(C(=O)Nc2nc(CC(=O)OCC)cs2)c(O)c2ccccc21
    i	-28
Cc1cc(OCC(=O)NC(Cc2ccc(Cl)cc2)C(=O)O)c2c3c(c(=O)oc2c1)CCCC3 (stereo not given)
    i	2
OC1CCCCC1N1CCC(c2ccccc2)CC1 (stereo not given)
    i	-6
CN1/C(=C\C=Nc2ccccc2)C(C)(C)c2ccccc21
    i	18
NC(N)=N/N=C/c1ccc(N2CCOCC2)cc1
    i	-9
COc1ccccc1OCC#CCN1CCCCCC1
    i	-15
CCOC(=O)CC(NC(=O)C(Cc1ccc(N(CCCl)CCCl)cc1)NC(C)=O)C(=O)OCC (stereo not given)
    i	-10
CCN1CCN(C(=O)COc2ccc(S(=O)(=O)N3CCOCC3)cc2C)CC1
    i	-7
Fc1ccc(Cn2nnnc2CN2CCC(n3nnc4cc(C(F)(F)F)ccc43)CC2)cc1
    i	-36
CN(C)/C=C1/C(=O)NC(=O)N(CCNc2ncc(C(F)(F)F)cc2Cl)C1=O
    i	-19
COC(=O)c1c(C)[nH]c(C(=O)C(C)[N+]23CCN(CC2)CC3)c1C (stereo not given)
    i	-2
Cc1ccsc1/C=C1\C(=O)NC(=S)N(C)C1=O
    i	-2
O=c1cccc2n1CC1CC2CN(S(=O)(=O)c2ccccc2)C1 (stereo not given)
    i	3
CCOC(=O)c1cn2nc(OP(=S)(OCC)OCC)cc2nc1C
    i	-13

Profiles as entered above. Order of values: CHT PAM, OX1R antag
CN1/C(=C\C=Nc2ccccc2)C(C)(C)c2ccccc21 as listed: i, 18
CCCCCn1c(=O)c(C(=O)Nc2nc(CC(=O)OCC)cs2)c(O)c2ccccc21 as listed: i, -28
CCOC(=O)CC(NC(=O)C(Cc1ccc(N(CCCl)CCCl)cc1)NC(C)=O)C(=O)OCC (stereo not given) as listed: i, -10
CCN1CCN(C(=O)COc2ccc(S(=O)(=O)N3CCOCC3)cc2C)CC1 as listed: i, -7
